Assay outcomes as filed in PubChem.
FAS-TE inh – FAS thioesterase domain inhibitors, primary screen, biochemical, fluorescence intensity, uHTS; Fatty acid synthase (Homo sapiens), P49327; recombinant FAS-TE, OMFH fluorogenic substrate, fluorescence endpoint; inhibition, % at 15 µM; 0.67% of 360,000 active; AID 602261, 2012;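 active = compounds whose normalised, plate-corrected inhibition of enzyme fluorescence in the single-dose primary screen is 50% or more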;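 also: 0% = DMSO with enzyme and 100% = substrate without enzyme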
Rin1-Abl PPI inh – inhibitors of Rin1-Abl protein binding, primary screen, biochemical, TR-FRET | inhibition, % at 7.35 µM | 0.4% of 360,000 active; in the data active = inhibition above about 5%, passing the limit was not always enough
Target sequence (P00519 whole entry, looked up): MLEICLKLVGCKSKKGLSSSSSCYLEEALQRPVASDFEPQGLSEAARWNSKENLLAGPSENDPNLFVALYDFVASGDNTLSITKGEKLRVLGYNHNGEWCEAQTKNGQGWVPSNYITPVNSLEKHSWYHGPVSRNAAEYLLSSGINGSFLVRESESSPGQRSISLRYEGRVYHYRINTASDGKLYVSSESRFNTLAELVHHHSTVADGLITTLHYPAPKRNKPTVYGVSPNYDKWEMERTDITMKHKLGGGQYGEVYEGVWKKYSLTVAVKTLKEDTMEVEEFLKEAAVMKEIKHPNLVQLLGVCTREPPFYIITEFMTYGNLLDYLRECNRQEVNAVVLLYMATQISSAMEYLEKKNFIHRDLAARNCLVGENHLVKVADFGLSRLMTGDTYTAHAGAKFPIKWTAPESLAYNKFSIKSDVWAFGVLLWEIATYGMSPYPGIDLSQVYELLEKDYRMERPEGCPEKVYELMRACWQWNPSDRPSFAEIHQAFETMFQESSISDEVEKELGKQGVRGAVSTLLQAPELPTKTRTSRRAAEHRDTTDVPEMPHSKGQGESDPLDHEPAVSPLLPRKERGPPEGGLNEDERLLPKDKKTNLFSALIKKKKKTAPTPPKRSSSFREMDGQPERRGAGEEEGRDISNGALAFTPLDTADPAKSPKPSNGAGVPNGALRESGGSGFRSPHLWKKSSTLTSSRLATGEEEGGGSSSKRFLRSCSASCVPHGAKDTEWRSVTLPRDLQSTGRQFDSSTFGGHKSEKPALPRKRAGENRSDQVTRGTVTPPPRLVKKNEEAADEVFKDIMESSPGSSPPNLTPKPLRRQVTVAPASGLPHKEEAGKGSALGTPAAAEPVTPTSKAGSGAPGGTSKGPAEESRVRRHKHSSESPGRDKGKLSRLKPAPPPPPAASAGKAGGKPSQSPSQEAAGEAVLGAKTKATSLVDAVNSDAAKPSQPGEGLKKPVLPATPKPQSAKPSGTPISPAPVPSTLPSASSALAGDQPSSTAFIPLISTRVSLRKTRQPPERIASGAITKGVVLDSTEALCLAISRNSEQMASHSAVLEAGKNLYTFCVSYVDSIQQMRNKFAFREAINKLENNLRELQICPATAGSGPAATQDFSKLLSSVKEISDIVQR
Target sequence (Q13671 whole entry, looked up): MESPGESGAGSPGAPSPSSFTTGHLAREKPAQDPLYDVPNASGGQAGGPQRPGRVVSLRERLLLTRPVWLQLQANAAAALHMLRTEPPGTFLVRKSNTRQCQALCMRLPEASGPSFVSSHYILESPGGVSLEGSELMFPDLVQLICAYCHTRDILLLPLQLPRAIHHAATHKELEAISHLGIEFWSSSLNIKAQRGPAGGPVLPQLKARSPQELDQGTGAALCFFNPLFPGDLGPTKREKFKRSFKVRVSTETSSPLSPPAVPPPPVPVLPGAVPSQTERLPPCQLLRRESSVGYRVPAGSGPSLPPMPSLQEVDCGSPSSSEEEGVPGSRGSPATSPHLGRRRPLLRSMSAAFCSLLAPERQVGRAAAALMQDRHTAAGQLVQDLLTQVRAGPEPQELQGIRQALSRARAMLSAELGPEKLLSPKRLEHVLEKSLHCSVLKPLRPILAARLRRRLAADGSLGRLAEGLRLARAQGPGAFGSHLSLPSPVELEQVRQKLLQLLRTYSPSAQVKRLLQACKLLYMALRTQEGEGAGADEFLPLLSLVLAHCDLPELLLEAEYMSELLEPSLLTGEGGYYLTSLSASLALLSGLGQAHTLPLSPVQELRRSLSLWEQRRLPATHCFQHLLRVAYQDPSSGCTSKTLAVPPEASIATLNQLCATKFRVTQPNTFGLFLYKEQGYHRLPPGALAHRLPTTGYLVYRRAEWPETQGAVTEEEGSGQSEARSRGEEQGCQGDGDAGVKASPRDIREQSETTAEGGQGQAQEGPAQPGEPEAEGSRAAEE
SKN-1 block – suppressors of acrylamide-induced Pgst-4::GFP reporter in worms, primary screen, SKN-1 inhibitor project, whole organism, uHTS, GFP/RFP fluorescence ratio, strain VP596 | C. elegans VP596 Pgst-4::GFP/RFP ratio, 24 h | inhibition, % at 21.8 µM | 0.49% of 360,000 active | AID 624304, 2012;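 active = interference check ratio from 0.5 to 1.5 plus GFP to RFP signal ratio inhibition reaching or exceeding a fixed threshold, cut at about 30% in these data, passing the limit was not always enough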; also: some compounds called inactive have numbers as strong as hits
MLLE-PAM2 inh – inhibitors of PABP1 MLLE–PAM2 peptide binding, primary screen, biochemical, fluorescence polarization, FITC-PAM2, GST-MLLE; Polyadenylate-binding protein 1 (Homo sapiens), P11940; inhibition, % at 20 µM; 0.36% of 360,000 active; AID 588489, 2011; in the data active = inhibition above about 35%, passing the limit was not always enough;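 also: plate controls were DMSO wells with GST-MLLE for no effect and wells lacking GST-MLLE protein for full effect; some results filed as inactive read as strong as hits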
MT1-MMP act inh – blockers of MT1-MMP proenzyme processing, primary screen, HT1080 RFP-PRO-GFP cells, GFP/RFP fluorescence; GFP/RFP ratio change, % at 20 µM; GFP/RFP ratio fluorescence, overnight; percent of plate control window, DMSO zero; Matrix metalloproteinase-14 (Homo sapiens), P50281; 0.061% of 360,000 active;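 active = GFP/RFP ratio change of at least 30% with cell ATP level not reduced by more than half and red fluorescence within 50% of control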; also: strong numbers were not always called active
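Assay system: HT1080 RFP-PRO-GFP cells | Dosing: 20 µM single dose, 1% DMSO | Incubation: Cells overnight before dosing, compound overnight, 37 °C, 5% CO2 | Evaluation: GFP/RFP fluorescence ratio | Control set: DMSO-only wells and HT1080 RFP-L50D-GFP cell wells as references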
Neddyl block – inhibitors of cullin neddylation, primary screen, biochemical, TR-FRET, uHTS, NAE and Ubc12. NEDD8-conjugating enzyme Ubc12 (Homo sapiens) + NEDD8-activating enzyme E1 regulatory …. calls only at 25 µM. 0.58% of 360,000 active; in the data active = inhibition above about 36%
CendR NRP1 mod – modulators of CendR peptide binding to NRP-1, primary screen, biochemical, fluorescence polarization, uHTS; Neuropilin-1 (Homo sapiens), O14786; FAM-RPARPAR peptide binding to NRP-1; inhibition, % at 25 µM; 0.85% of 360,000 active;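 active = inhibition or corrected inhibition above about 18%, plus a signal ratio from 0.5 to 1.5, limit read from the data, passing the limit was not always enough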; also: strong numbers were not always called active
eLon inh – inhibitors of E. coli Lon protease, primary screen, biochemical, fluorescence polarization | purified E. coli Lon protease | 0.42% of 360,000 active | inhibition, % at 7.94 µM | AID 602123, 2011; in the data active = inhibition above about 13%, passing the limit was not always enough;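 also: 0% = enzyme with probe and DMSO and 100% = no enzyme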
MsrA act – bovine MsrA enzyme activators, primary screen, biochemical, absorbance, HTS. Methionine sulfoxide reductase A (Bos taurus). purified bovine MsrA, absorbance read-out. activation, % at 10.6 µM. 0.3% of 360,000 active; in the data active = activation above about 7.5%;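 also: 0% = vehicle and 100% = reference activator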
Active calls of the source: *; i = inactive. These rows are one share of the data. The share of hits here may be higher or lower than overall.

Compound	FAS-TE inh	Rin1-Abl PPI inh	SKN-1 block	MLLE-PAM2 inh	MT1-MMP act inh	Neddyl block	CendR NRP1 mod	eLon inh	MsrA act
COc1cc(OC)c(OC)cc1/C=C1/C(=O)NC(=O)N(Cc2ccccc2)C1=O	-5.0	-2.1	-4.0	-33.7	-4.4	i	-11.1	-35.8	-9.5
CC(=O)N1N=C2C3CCN(CC3)C2C1c1ccc(C)cc1 (stereo not given)	-6.1	-3.0	-7.4	-3.3	-0.2	i	4.1	-15.2	-2.8
Nc1ccc(CC2=NCCN2)cc1	-4.7	3.0	11.3	-0.2	1.7	i	8.2	-3.0	-2.3
COC(=O)C1=C(c2ccc(F)cc2OCc2ccccc2)C[C@@H]2CC[C@H]1N2C(=O)N1CCC(O)CC1	-5.3	1.4	-0.3	6.5	1.2	i	12.2	-14.9	-1.9
Cn1cc(C(=O)OCC(=O)NC2CCCC2)c2ccccc21	-0.8	-3.6	8.8	-0.6	1.5	i	0.5	-0.6	-0.1
CC12CCC3C(CC=C4CC(O)CCC43C)C1CC(=CN1CCOCC1)C2=O (stereo not given)	-4.0	0.9	5.2	-0.5	-4.8	i	-3.4	-0.2	0.1
CCN(CC)c1ccc(/C=C2\C(=O)NC(=O)N(Cc3ccco3)C2=O)cc1	-11.6	-1.8	48.1*	-150.9	-34.9	i	-128.0	-80.5	-5.5
O=C(c1ccc(Cl)cc1)C1CCCN(Cc2cccc3cnccc23)C1 (stereo not given)	11.0	-1.4	-0.6	-4.1	3.3	i	-0.1	0.5	-2.8
O=[N+]([O-])c1ccc(N2CCOCC2)c2cccnc12	1.5	-2.7	2.8	-3.1	4.5	i	-2.5	-2.4	-8.4
Cc1ccc(-c2nc3ccccc3c(=O)n2-c2ncccc2C)cc1	-5.8	-1.3	-7.7	-9.1	1.2	i	-8.4	5.6	-1.2
CCOP(=O)(OCC)C1(O)C(=O)Nc2ccccc21 (stereo not given)	-10.0	-0.4	2.3	-8.8	2.5	i	-3.4	-3.6	-6.2
Cc1cccn2c(=O)c3c(nc12)N1CCCCC1C1(C3)C(=O)N(C)C(=O)N(C)C1=O (stereo not given)	-2.7	-2.9	22.6	-13.7	1.1	i	-7.7	-20.1	-1.2
O=S(=O)(c1ccccc1)N1CN2CCN(C2)C1	-8.0	1.1	4.8	-4.7	4.8	i	-14.6	1.9	-3.5
COc1ccc(CCNC2CCCCC2)cc1OC	-13.2	3.5	6.5	-7.7	1.8	i	-5.6	-1.7	-2.2
CC(N)Cc1c[nH]c2c1ccc1ccccc12 (stereo not given)	1.1	0.1	21.1	1.1	2.1	i	-5.2	-15.8	-6.6
CC(=NCCc1c[nH]c2ccccc12)c1c(O)n(Cc2ccccc2)c(=O)[nH]c1=O	14.9	-0.6	15.1	0.8	0.5	i	-15.9	-5.2	-0.4
COC(=O)C1=C(c2ccc(OC)c(OC)c2)C[C@@H]2CC[C@H]1N2C(=O)NCCOc1ccccc1Cl	-8.9	1.2	-8.8	6.1	0.7	i	10.3	-9.5	-2.0
c1ccc2c(CCNC3CCCCC3)c[nH]c2c1	-5.5	2.4	1.1	4.7	0.3	i	8.4	4.8	-3.0
COC(=O)C1=C(c2ccc(F)cc2OCc2ccccc2)C[C@@H]2CC[C@H]1N2C(=O)NC(C)C	-0.2	-0.1	11.6	2.0	0.3	i	21.3	-7.2	-0.1
CC(Cc1ccccc1)[n+]1cc(/N=C(\N)[O-])on1 (stereo not given)	-8.8	-1.1	12.5	-11.6	-16.3	i	9.9	-5.3	-3.7
COC(=O)Nc1nc2ccccc2[nH]1	-8.4	1.4	-46.7	-1.4	3.0	i	1.8	-7.4	-0.5
COc1cccc(C2CCN(C)C2)c1 (stereo not given)	-8.5	2.6	2.9	-0.6	3.1	i	-1.1	-4.3	-5.0
COc1cc2c(cc1OC)C13CCN4CC5CCOC6CC(=O)N2C1C6C5CC43 (stereo not given)	-4.5	3.4	-12.6	3.3	-2.1	i	-1.5	-9.8	-3.6
CN1CCN(C(=O)COc2ccc(S(=O)(=O)Nc3ccc(Cl)cc3)cc2)CC1	-4.0	-3.6	18.8	0.3	4.2	i	2.3	-7.0	0.3

An excerpt of these results, with two lines to a compound:
Values in the order – FAS-TE inh | Rin1-Abl PPI inh | SKN-1 block | MLLE-PAM2 inh | MT1-MMP act inh | Neddyl block | CendR NRP1 mod | eLon inh | MsrA act
> COc1ccc(CCNC2CCCCC2)cc1OC
 : -13.2 | 3.5 | 6.5 | -7.7 | 1.8 | i | -5.6 | -1.7 | -2.2
> COC(=O)Nc1nc2ccccc2[nH]1
 : -8.4 | 1.4 | -46.7 | -1.4 | 3.0 | i | 1.8 | -7.4 | -0.5
> COC(=O)C1=C(c2ccc(F)cc2OCc2ccccc2)C[C@@H]2CC[C@H]1N2C(=O)N1CCC(O)CC1
 : -5.3 | 1.4 | -0.3 | 6.5 | 1.2 | i | 12.2 | -14.9 | -1.9

(continued)
Compound	FAS-TE inh	Rin1-Abl PPI inh	SKN-1 block	MLLE-PAM2 inh	MT1-MMP act inh	Neddyl block	CendR NRP1 mod	eLon inh	MsrA act
CNC(C(=O)c1ccccc1)C(OC)c1ccc(C)cc1 (stereo not given)	-3.8	-3.3	-11.9	-2.6	0.9	i	2.6	6.5	-3.4
Cn1c(O)c(C=NC2CCN(Cc3ccccc3)CC2)c(=O)[nH]c1=O	-7.0	0.0	-2.4	-5.0	0.9	i	13.2	-5.5	-1.6
C1CC2NCCC3NCCC(N1)N32 (stereo not given)	-3.7	-1.3	17.1	-2.4	-2.9	i	18.1	-0.5	-0.7
Cc1ccsc1C(=O)C1CCCN(Cc2cccn2-c2ccccn2)C1 (stereo not given)	-2.5	-2.3	5.8	-2.7	-4.3	i	1.5	0.6	2.2
O/N=C/c1c[nH]c2ccccc12	-3.0	-1.8	-13.0	1.7	7.4	i	-1.6	-9.3	-4.6
O=C1CSC2(CN3CCC2CC3)N1 (stereo not given)	-7.2	2.5	3.1	14.1	-0.7	i	5.2	-0.5	4.7
CCN1CCN(c2ccc(N)cc2)CC1	-4.0	0.0	6.3	-24.5	-2.4	i	-15.8	-3.2	1.8
CCCCn1c(=O)c(C=Nc2ccc(Cl)cc2)c(O)n(Cc2ccco2)c1=O	26.5	2.7	14.7	-40.1	-24.3	i	-12.7	-35.6	-4.4
CCCCn1c(=O)c(C(=O)NCc2ccco2)c(O)c2ccccc21	17.4	-0.3	3.2	-9.7	-2.5	i	3.2	-1.6	-10.1
O=C(NC1CCCCC1)N1Cc2ccccc2-n2nncc2C1	-2.4	-3.2	4.3	-1.4	3.6	i	4.8	-6.3	-4.5
COc1ccc(S(=O)(=O)Cc2ccc(C(=O)N3CCC4(CC3)OCCO4)o2)cc1	-7.7	1.7	2.7	10.6	1.7	i	0.2	10.6	-1.3
O=c1[nH]c(O)c(N=Nc2ccc(S(=O)(=O)N3CCOCC3)cc2)c(=O)[nH]1	-5.1	-0.2	6.4	19.1	8.7	i	-8.7	-2.6	-3.4
Nc1ncnc2c1ncn2[C@@H]1O[C@H](COP(=O)(O)CP(=O)(O)O)[C@@H](O)[C@H]1O	-1.1	-1.3	53.3	9.4	-1.3	i	6.7	-3.2	-0.1
Fc1ccc(CCNCc2ccc(Cl)c(Cl)c2)cc1	13.1	1.0	7.9	5.8	4.4	i	0.5	-8.8	-8.5
O=C1c2cccc3cccc(c23)C(=O)N1/N=C/c1c(O)n(-c2ccccc2)c(=O)[nH]c1=O	-3.0	-6.8	2.9	6.0	-4.7	i	-11.0	-6.6	-3.5
O=c1[nH]c(=S)[nH]c(O)c1N=Nc1ccc(S(=O)(=O)N2CCc3ccccc32)cc1	24.1	-4.4	11.7	32.0	0.6	i	-7.8	2.4	-3.0
COc1ccc(N2C(=O)CC(N3CC=C(c4ccccc4)CC3)C2=O)cc1 (stereo not given)	3.3	-1.1	9.2	13.3	-3.5	i	-21.8	-2.0	0.2
c1ccc(CNC2CN3CCC2CC3)cc1 (stereo not given)	-3.5	0.5	-0.4	-12.5	2.2	i	-5.9	-19.7	-0.3
Nc1ccc2cc(Br)ccc2c1	7.4	-2.8	9.2	-2.5	7.9	i	-0.7	-0.4	-7.2
O=c1c2cc(Br)ccc2[nH]c(=S)n1-c1ccccc1	-4.5	-6.5	-0.3	-16.2	1.7	i	-1.6	1.7	-3.0
COc1ccc(CCn2c(O)c(C=Nc3ccccc3F)c(=O)[nH]c2=O)cc1OC	-4.3	-1.2	2.4	-47.0	-11.3	i	-3.3	-34.9	-5.4
CCC(C)n1c(C)cc(C(N)=O)c1C (stereo not given)	-2.6	4.2	4.1	10.6	0.6	i	-3.3	5.8	-11.1
CCCCN(Cc1ccccc1)C1CCN(CCc2ccccc2)CC1	-6.6	-2.8	8.1	6.8	-2.3	i	-0.9	-4.3	-0.6
CN(CCc1ccccc1)Cc1ccccc1[N+](=O)[O-]	3.0	3.5	4.2	7.2	2.9	i	5.8	-2.4	4.6
CCC12CN3CCN(CC(C3)C1O)C2 (stereo not given)	-7.5	-2.7	5.9	6.5	1.2	i	4.9	-0.6	2.2
CCOc1cc(CNCCc2c[nH]c3ccccc23)cc(Cl)c1OCC	-1.1	-0.7	-7.1	-7.5	3.8	i	-6.5	-7.4	0.7
NC(=O)C1CCN(/C=C2\C(=O)NC(=O)N(Cc3ccco3)C2=O)CC1	-2.5	-2.0	-6.7	-46.4	-8.1	i	-65.5	-14.9	-2.4
O=C(c1ccco1)N1Cc2ccccc2-n2nncc2C1	-3.2	-2.7	3.5	-5.2	-2.1	i	1.8	-3.4	-1.9
CC(C)c1ccc(-n2c(O)c(C=NC(CCS(C)=O)C(=O)O)c(=O)[nH]c2=S)cc1 (stereo not given)	-2.1	-1.2	12.6	-5.1	5.8	i	-1.3	-7.8	-4.3
CS(=O)(=O)NNP(=O)(NNS(C)(=O)=O)NC(=O)c1ccc(Br)cc1	-2.3	1.4	-4.7	0.8	-6.0	i	4.8	9.5	-2.1
c1ccc(NC2=NCCCS2)cc1	-3.4	-1.4	25.4	13.5	0.6	i	-1.9	-3.8	-1.2
